S1P2 antag: blocks the human S1P2 receptor. inhibition, % at 5 µM. hit rate 0.21% among 97,000. O95136. cell-based S1P2 antagonist assay, inhibition at 5 uM; in the data active = inhibition above about 45%;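 also: CRE beta-lactamase reporter cells expressing human S1P2 stimulated with S1P; 0% = agonist at EC80 alone and 100% = agonist plus reference antagonist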
PostGolgi yeast: growth inhibition of a yeast mutant, post-Golgi transport screen. hit rate 0.9% among 98,000. inhibition, % at 10 µM. post-Golgi transport phenotypic cell assay;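 also: yeast cells grown in 1536-well plates; yeast grown about 18 h at 30C before absorbance read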
PostGolgi ctrl: growth of the yeast control strain, post-Golgi counter-screen; inhibition, % at 10 µM; hit rate 5% among 98,000; efflux-deficient yeast background strain, growth absorbance A615, 16 h
CYP2C19 inhib: blocks human cytochrome P450 2C19. P33261. CYP2C19 Supersomes, luciferin-H EGE luminescence, 30 min. inhibition, % at 5 µM. hit rate 21% among 96,000. AID 778;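 active = CYP2C19 inhibition above a set limit at 5 µM in the primary screen, cut at about 50% in these data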;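 also: plate controls were negative control wells for no effect and 2.5 mM tranylcypromine positive control for full effect; values of inactives mirror those of a sister screen read the other way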
Target sequence (P33261 whole entry, looked up): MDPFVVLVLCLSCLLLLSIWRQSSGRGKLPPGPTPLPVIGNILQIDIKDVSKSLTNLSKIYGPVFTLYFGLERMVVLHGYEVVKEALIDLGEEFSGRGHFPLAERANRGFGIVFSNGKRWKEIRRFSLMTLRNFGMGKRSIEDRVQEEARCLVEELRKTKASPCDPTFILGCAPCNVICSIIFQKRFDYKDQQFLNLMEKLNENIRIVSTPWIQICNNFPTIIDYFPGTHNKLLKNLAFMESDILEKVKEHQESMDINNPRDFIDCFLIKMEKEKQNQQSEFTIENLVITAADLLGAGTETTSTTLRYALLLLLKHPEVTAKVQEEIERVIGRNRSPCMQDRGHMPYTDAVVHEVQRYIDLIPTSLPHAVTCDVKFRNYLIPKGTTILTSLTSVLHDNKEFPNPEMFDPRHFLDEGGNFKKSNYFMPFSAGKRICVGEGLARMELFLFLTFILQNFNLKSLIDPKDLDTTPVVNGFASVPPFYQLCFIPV
S1P2 agonist: agonists of human S1P2 receptor | activation, % at 4.5 µM | S1P2-expressing cell line, agonist reporter read-out | hit rate 0.46% among 97,000; in the data active = activation above about 16%;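 also: 0% = vehicle low control and 100% = maximal reference agonist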
sEH inh: inhibitors of human soluble epoxide hydrolase; recombinant human sEH enzymatic activity assay; AID 707; P34913; hit rate 0.34% among 91,000; inhibition, % at 2 µM; in the data active = inhibition above about 80%; also: values of inactives mirror those of a sister screen read the other way; many of its hits are not listed in these tables
Target sequence (P34913 whole entry, looked up): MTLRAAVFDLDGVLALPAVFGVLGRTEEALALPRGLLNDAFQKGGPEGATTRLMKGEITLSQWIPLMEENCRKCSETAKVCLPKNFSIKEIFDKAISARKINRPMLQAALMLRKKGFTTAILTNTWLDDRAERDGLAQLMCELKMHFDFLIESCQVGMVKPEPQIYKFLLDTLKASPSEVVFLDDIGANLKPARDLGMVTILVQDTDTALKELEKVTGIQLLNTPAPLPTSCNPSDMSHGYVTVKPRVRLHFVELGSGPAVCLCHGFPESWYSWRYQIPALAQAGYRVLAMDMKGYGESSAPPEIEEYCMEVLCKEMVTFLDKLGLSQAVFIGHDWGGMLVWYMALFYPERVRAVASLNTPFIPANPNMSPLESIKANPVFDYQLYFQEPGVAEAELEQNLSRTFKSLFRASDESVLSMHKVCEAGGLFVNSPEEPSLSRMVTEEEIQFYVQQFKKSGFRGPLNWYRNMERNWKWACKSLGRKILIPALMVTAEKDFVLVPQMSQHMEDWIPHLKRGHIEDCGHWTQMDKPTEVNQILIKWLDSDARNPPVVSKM
CYP2C19 act: activators of human cytochrome P450 2C19. activation factor at 5 µM. recombinant CYP2C19, luciferin-H EGE luminescence; stronger effect = higher value; 0 = fully inhibited enzyme, 1 = untreated enzyme. 96,000 tested, under 10 active. AID 1025;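 active = activation factor of at least 2 at 5 µM in the primary screen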;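 also: 0 = wells with 2.5 mM tranylcypromine and 1 = vehicle-only wells; values of inactives mirror those of a sister screen read the other way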
sEH activator: activators of human soluble epoxide hydrolase | P34913 | purified human sEH enzymatic activity, activator screen | activation, % at 2 µM | hit rate 0.04% among 91,000 | AID 717; in the data active = activation above about 37%; also: values of inactives mirror those of a sister screen read the other way
hDAT+cocaine: human DAT dopamine uptake with cocaine, either direction. LLC-PK1 hDAT cells, [14C]-dopamine uptake with cocaine IC80; actives deviate in either direction. B-score at 10 µM. hit rate 1.3% among 110,000;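 active = Z score or B-score, a plate-position-corrected score, falls beyond the plate's 99.7% confidence bounds, in either direction; inactive = both scores lie inside the 99.7% bounds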;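 also: scored against the spread of the other compound wells on the same plate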
* marks the source's active call; other numbers are inactive results; nt = no result given. Rule as the data show it, unless noted: active = inhibition above about 30%; inactive = the rest. No enrichment for hits; any-hit rate near 24%.

SMILES	S1P2 antag	PostGolgi yeast	PostGolgi ctrl	CYP2C19 inhib	S1P2 agonist	sEH inh	CYP2C19 act	sEH activator	hDAT+cocaine
COc1ccc(S(=O)(=O)Cc2ccc(C(=O)N3CCN(c4ccccc4)CC3)o2)cc1	nt	2	2	28	nt	nt	0.7	nt	0.19
CCn1c(SC(C)C(=O)OC)nnc1-c1c[nH]c2ccccc12 (centres undefined)	13	0	13	66*	-4	nt	0.3	nt	0.31
O=C(Oc1ccc([N+](=O)[O-])cc1)c1cc(-c2ccccc2)nc2ccccc12	-22	13	42*	10	-4	-1	0.9	5	-0.22
CC(=O)N1CCN(S(=O)(=O)c2ccc(S(=O)(=O)NC3CC3)cc2)CC1	2	-2	-4	-5	-4	-2	1.1	5	0.94
COC(=O)c1ccc(CSc2nnc(Nc3ccc(OC)cc3)s2)o1	5	4	-5	-6	-5	4	1.1	-3	-0.57
Cc1nnc(SCC(=O)Nc2cccc(C(F)(F)F)c2)[nH]c1=O	19	3	3	-6	-4	0	1.1	0	-0.57
CCn1cc(C(=O)NCCOC)c(=O)c2ccc(C)nc21	-10	-6	11	6	0	-2	0.9	0	-0.32
COc1cccc(NC(=O)CSc2nnc(Cc3cccs3)n2-c2ccc(C)cc2)c1	1	-2	12	45	-3	0	0.5	-1	0.55
CCN1CCN(C(=O)C2CC(c3ccc(F)cc3)=NO2)CC1 (centres undefined)	nt	5	5	-6	nt	nt	1.1	nt	-0.87
O=C(NCCCn1ccnc1)c1cc(C2CC2)on1	nt	-6	-6	85*	nt	nt	0.1	nt	-0.54
Cn1c(CSCc2ccc(Cl)cc2)nnc1SCC(=O)Nc1nccs1	20	nt	nt	nt	-7	7	nt	-4	-0.18
CCc1nnc(NC(=O)CSc2nnc(-c3ccc(S(=O)(=O)N(CC)CC)cc3)n2CC)s1	-7	-1	2	2	-1	7	1	-5	-0.29
CC(C)CNC(=O)c1ccc(Cl)c(Cl)c1	-6	11	15	32	-5	4	0.7	-6	0.14
CCOc1ccc(Cc2nc(C)c(CC(=O)N3CCCCC3)c(=O)[nH]2)cc1	3	-3	-1	2	-11	6	1	-5	-0.055
Cc1ccc(C2C3=C(CCCC3=O)Nc3[nH]c(=S)[nH]c(=O)c32)cc1 (centres undefined)	-27	8	5	3	1	5	1	-2	0.82
COc1ccc(CC(=O)N2CCCc3ccccc32)cc1	9	20	4	55*	-7	10	0.4	-7	1.4
CC(C)(C)c1ccc(C(=O)c2c[nH]c(C(=O)NCc3cccnc3)c2)cc1	7	8	5	20	-8	nt	0.8	nt	-0.19
CCCn1c(/N=C/c2c[nH]c3ccccc23)nc2ccccc21	11	3	7	4	-5	5	1	-4	-0.8
COc1ccc(OCCOC(=O)c2cccc(-n3cnnn3)c2)cc1	6	-1	-9	66*	-6	0	0.3	1	-1.1
COc1ccc(OC)c(S(=O)(=O)NCCc2ccccc2)c1	4	9	9	87*	-8	nt	0.1	nt	0.26
CCc1nnc2sc(-c3ccc(NC(=O)c4ccco4)cc3)nn12	13	7	9	7	-2	nt	0.9	nt	-0.028
Cn1cnnc1SCC(=O)Nc1ccccc1C(=O)NC1CCCC1	27	-3	8	1	-6	8	1	-9	-0.31
Cc1csc(NC(=O)CSc2nnc(-c3cccs3)n2C)n1	10	-6	-3	52*	-9	16	0.5	-15	-0.0084
Cc1oc(/N=C/c2ccc3c(c2)OCO3)c(C#N)c1C	-3	-1	4	25	-6	-1	0.8	0	-0.65
Cc1cc(C)c(NC(=O)CN2CCN(C)CC2)c(C)c1	nt	-3	6	11	nt	3	0.9	1	-1.6
C(=N\n1cnnc1)/c1cn(-c2cccs2)nc1-c1ccccc1	4	5	-2	81*	-3	4	0.2	-1	2.3
CC1=C(C(=O)OC(C)C)C(c2c(O)ccc3ccccc23)NC(=O)N1 (centres undefined)	8	-15	3	86*	-4	nt	0.1	nt	0.72
COc1ccc(NC(=O)CC2SC(=Nc3ccccc3)NC2=O)cc1 (centres undefined)	21	5	7	-10	-2	10	1.1	-10	-0.16
COc1ccc(S(=O)(=O)n2cnc3cc(C)c(C)cc32)cc1C	7	1	14	50	-12	nt	0.5	nt	-0.082
CCN(Cc1ccccc1)Cc1c(F)cccc1F	-1	-2	5	26	-5	12	0.7	-10	-1.4
COc1ccc(C2N=C(N)N=C(N)N2c2ccccc2)cc1OC (centres undefined)	5	1	-2	57*	-2	-4	0.4	3	0.58
Cc1ccc(Cl)cc1N1CCN(C(=O)c2ccc(NS(=O)(=O)c3c(C)noc3C)cc2)CC1	-1	1	-5	15	-3	-5	0.9	6	nt
COc1ccc(C(C)NC(=O)c2ccoc2C)cc1OC (centres undefined)	10	-4	2	20	-4	-4	0.8	-2	0.33
COc1cc(-c2nnc(-c3cc(OC)c(OC)c(OC)c3)o2)cc(OC)c1OC	-14	nt	nt	nt	11	2	nt	2	0.054
O=[N+]([O-])c1cn(-c2nc(-c3ccco3)cc(C(F)(F)F)n2)cn1	-8	-8	1	9	-2	3	0.9	-3	-0.67
O=C(NCCc1cccs1)C1CC(c2cccc([N+](=O)[O-])c2)=NO1 (centres undefined)	-3	-1	-3	28	-6	-5	0.7	6	-0.81
Cc1[nH]c(=O)c(C#N)c2c1CCCC2	6	-2	4	-12	-11	14	1.1	-13	0.5
CCOC(=O)c1cc(C)n(CCc2ccccc2)c1C	0	-3	14	8	-7	3	0.9	-6	nt
COC(=O)c1[nH]c2cccc(OC)c2c1NC(=O)CN1CCN(c2cccc(OC)c2)C(C)C1 (centres undefined)	-8	14	5	44	-2	-7	0.6	7	1.3
CCCCCn1c(CCNC(=O)CCC)nc2ccccc21	16	-3	-4	32	-5	-3	0.7	3	-0.6
O=C1OCCC1S(=O)(=O)c1ccc2ccccc2c1 (centres undefined)	-3	3	8	32	-7	11	0.7	-8	-0.22
COc1ccc(/C(O)=C2\C(=O)C(=O)N(Cc3ccco3)C2c2cc(OC)ccc2OC)cc1 (centres undefined)	-4	2	3	nt	-9	13	nt	-12	0.95
CCc1ccc(C(=O)CSc2n[nH]c(-c3ccncc3)n2)cc1	-17	-2	-1	87*	-2	-11	0.1	10	0.24
O=C(CN(c1ccc(Cl)c(C(F)(F)F)c1)S(=O)(=O)c1ccccc1)N/N=C/c1cccc2c1OCCO2	5	4	7	46	-3	3	0.5	-3	nt
CC1CCCN(c2nc3ccccc3nc2C(C#N)S(=O)(=O)c2ccccc2)C1 (centres undefined)	-21	1	18	10	-6	nt	0.9	nt	nt
COc1ccc(C(C)N2CC34C=CC(O3)C(C(=O)O)C4C2=O)cc1 (centres undefined)	17	-2	10	-4	-2	-7	1	1	-0.43
CCOc1ccc(C(C)NC(=O)CCC(=O)O)cc1 (centres undefined)	nt	1	-1	2	nt	nt	1	nt	0.18
CC(=O)CCc1c[nH]c2c(C(=O)O)cccc12	-1	1	3	-13	-7	-2	1.1	2	-0.43
COC(=O)c1ccc(NC(=O)c2ccc(F)cc2)o1	-6	3	6	7	-6	-20	0.9	21	0.48
CCOC(=O)C1CCN(C(=O)N(C)C)CC1	1	6	9	3	-3	-3	1	3	0.013
O=C(O)CCCNC(=O)c1cncc(O)c1	-3	7	3	-14	-4	16	1.1	-15	-1.1
CC1CCCCN1C(=O)Cc1ccc(Cl)cc1 (centres undefined)	1	-1	16	96*	-2	0	0	4	0.0075
O=C(O)C1CCCCC1C(=O)Nc1ccc2c(c1)CCC2 (centres undefined)	-6	1	3	-7	-4	3	1.1	-2	0.05
CCC(SC1=N/C(=C/c2ccccc2OC)C(=O)N1c1ccccc1)C(=O)Nc1cc(C)on1 (centres undefined)	-9	2	6	24	-6	2	0.8	1	-0.0046
COc1cccc(-n2nnnc2SCC(=O)c2cc(OC)ccc2OC)c1	nt	-7	-5	11	nt	nt	0.9	nt	-0.18
COc1cc(/C=N/NC(=O)c2cnn3c(C)cc(-c4ccccc4)nc23)ccc1O	-44	-1	34*	21	10	0	0.8	5	-0.53
Cn1c(=O)c2cc(S(=O)(=O)NC(C(=O)NCc3ccccn3)c3ccccc3)ccc2n(C)c1=O (centres undefined)	-9	-2	15	-3	1	nt	1	nt	-0.45
N#CC12CCCCC1CC1CCCCC1(C#N)N2Cc1cccnc1 (centres undefined)	8	5	8	11	-2	nt	0.9	nt	0.23
O=C(CCC(=O)c1cccs1)OCC(=O)N1CCN(C(=O)c2ccco2)CC1	13	4	-1	12	-5	8	0.9	-9	-1.2
CC(=O)Nc1cc(OC(=O)c2ccco2)cc(OC(=O)c2ccco2)c1	-11	-2	1	26	-1	-5	0.7	7	0.58
The results go on.
SMILES	S1P2 antag	PostGolgi yeast	PostGolgi ctrl	CYP2C19 inhib	S1P2 agonist	sEH inh	CYP2C19 act	sEH activator	hDAT+cocaine
COc1cccc(C(=O)N(Cc2nc(-c3ccc(C)cc3)no2)C(C)C)c1	8	1	15	12	-2	9	0.9	-4	-0.86
O=C(CN1CCCC(O)C1)N1c2ccccc2Sc2ccc(C(F)(F)F)cc21 (centres undefined)	-14	-2	3	12	-1	nt	0.9	nt	0.92
COC(=O)c1ccc(S(=O)(=O)N2CCC(c3nc4ccccc4o3)CC2)cc1	3	3	3	9	-3	7	0.9	-9	-0.99
N#CC(C(=O)CCN1C(=O)C2CC=CCC2C1=O)c1nc2ccccc2[nH]1 (centres undefined)	-22	-2	13	19	-4	-2	0.8	3	0.49
C=CCNc1nc(NC(C)(C)CO)nc(OCC)n1	nt	2	4	10	nt	nt	0.9	nt	-0.26
COc1ccc(N2CCN(C(=O)CSc3nnc4nc(C)cc(C)n34)CC2)cc1	-2	nt	nt	nt	3	11	nt	-8	-0.59
CC1CCC2C(C1)c1sc(=O)[nH]c1SC2(C)C (centres undefined)	-4	5	66*	4	-2	0	1	0	-0.11
COc1ccc(N2CCN(c3oc(COc4ccccc4Cl)nc3C#N)CC2)cc1	nt	-8	7	38	nt	nt	0.6	nt	1.3
Nc1nnnn1/N=C/c1ccccc1OCc1ccccc1	-11	10	27	-8	-4	-4	1.1	4	-0.28
CN=C(Nc1cc(C)nn1CCC#N)c1ccc(F)cc1	4	8	-5	6	-6	-15	0.9	14	-0.25
CCOC(=O)C1CCCN(CC(=O)Nc2c(C(=O)OC)[nH]c3ccccc23)C1 (centres undefined)	11	-9	20	27	-1	8	0.7	-8	-0.43
N=c1n(Cc2ccccc2)c2ccccc2n1CC(O)c1ccco1 (centres undefined)	9	0	2	22	-2	-15	0.8	13	1.1

Reformatted with two lines to a compound: 3 of the compounds above.
Value order – S1P2 antag | PostGolgi yeast | PostGolgi ctrl | CYP2C19 inhib | S1P2 agonist | sEH inh | CYP2C19 act | sEH activator | hDAT+cocaine
COC(=O)c1ccc(S(=O)(=O)N2CCC(c3nc4ccccc4o3)CC2)cc1
 : 3 | 3 | 3 | 9 | -3 | 7 | 0.9 | -9 | -0.99
N#CC(C(=O)CCN1C(=O)C2CC=CCC2C1=O)c1nc2ccccc2[nH]1 (centres undefined)
 : -22 | -2 | 13 | 19 | -4 | -2 | 0.8 | 3 | 0.49
C=CCNc1nc(NC(C)(C)CO)nc(OCC)n1
 : nt | 2 | 4 | 10 | nt | nt | 0.9 | nt | -0.26

The list continues:
SMILES	S1P2 antag	PostGolgi yeast	PostGolgi ctrl	CYP2C19 inhib	S1P2 agonist	sEH inh	CYP2C19 act	sEH activator	hDAT+cocaine
Cc1c(NC(=O)CCSc2ccc(Cl)cc2)c(=O)n(-c2ccccc2)n1C	16	1	3	5	-6	2	0.9	-5	1.3
CN1C2C=C3C(C#N)=C(N)C(C#N)(C#N)C(c4ccc(Br)cc4)C3C1CC2 (centres undefined)	-6	nt	nt	nt	-2	6	nt	-4	0.035
S=C(c1ccc(N2CCOCC2)cc1)N1CCOCC1	9	-11	2	9	-5	7	0.9	-9	0.59
CCCc1[nH]nc2c1C1(CCN(C(=O)OCc3ccccc3)CC1)C(C#N)=C(N)O2	14	-3	1	29	-4	8	0.7	-8	1.6
CCS(=O)(=O)N1CCC(NC(=O)c2ccco2)CC1	11	7	0	-6	-3	1	1.1	0	-0.35
COCc1c(C(=O)OCc2nc(N)nc(Nc3ccccc3C)n2)oc2ccccc12	6	-5	6	nt	-4	-8	nt	11	0.25
O=C(CSc1nnnn1-c1ccc2c(c1)CCC2)Nc1ccc2c(c1)OCCO2	13	-2	39*	-3	-3	39	1	-39	0.055

Screening results as filed in PubChem BioAssay.
